Rab2 wt GTP – modulators of GTP binding to Rab2A wildtype, primary screen, biochemical, dog, bead-based flow cytometry, multiplex | GST-Rab2 wt beads, Bodipy-GTP binding | actives 0.19% (n = 190,000) | GTP binding activity, % at 10 µM;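 active means GTP binding activity at least 20 points away from 100%, either lowered or raised; inconclusive means signal likely due to the compound's own green fluorescence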;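 further: 0% = beads with excess unlabeled GTP and 100% = no-compound control corrected for plate trend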
HRas wt GTP bind – modulators of GTP binding to HRas wildtype, primary screen, biochemical, bead-based flow cytometry, multiplex. GTPase HRas (Homo sapiens), P01112. GST-Ras wt beads, Bodipy-FL-GTP binding; actives lie on both sides. GTP binding activity, % at 10 µM. actives 0.14% (n = 190,000). AID 759, 2007;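 active means GTP binding activity at least 20% away from the 100% baseline, either lowered as inhibitor or raised as activator; inconclusive means flagged as likely green fluorescent, judged across all proteins in the well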;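 further: 0% = unlabeled GTP competition control and 100% = no-compound control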
Target sequence (P01112 whole entry, looked up): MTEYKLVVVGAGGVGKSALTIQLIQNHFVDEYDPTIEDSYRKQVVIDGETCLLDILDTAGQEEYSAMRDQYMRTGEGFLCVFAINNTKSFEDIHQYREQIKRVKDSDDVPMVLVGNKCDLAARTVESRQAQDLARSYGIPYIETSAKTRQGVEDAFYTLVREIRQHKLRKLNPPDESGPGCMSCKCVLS
Rab7 wt modul – modulators of GTP binding to Rab7, primary screen, biochemical, wildtype, multiplex bead flow cytometry | Rab7 GTPase wild type (dog), Bodipy-FL-GTP binding | GST-Rab7 beads, fluorescent GTP binding; actives lie on both sides; untreated = 100%, excess cold GTP = 0% | GTP binding activity (percent of control), % at 10 µM | actives 0.055% (n = 190,000);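 active means fluorescent GTP binding to Rab7 beads changed by at least 20 points from the 100% baseline, either direction, mostly lower; inconclusive means compound itself probably fluorescent, or too few beads counted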;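 further: median green fluorescence of bound Bodipy-FL-GTP per Rab7 bead population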
Rac1 act GTP bind – GTP binding modulators of activated mutant Rac1, primary screen, biochemical, bead-based flow cytometry, multiplex, fluorescent GTP. Ras-related C3 botulinum toxin substrate 1 (Homo sapiens), P63000. GST-Rac1 activated beads; actives lie on both sides; 100% means binding = to untreated wells. percent activity (GTP binding), % at 10 µM. actives 0.11% (n = 190,000). AID 764, 2007;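 active means GTP binding at least 20 percentage points away from the 100% baseline, in either direction, so actives lie on both sides; inconclusive means Compound likely fluorescent itself, or too few beads counted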
Rac1 wt GTP bind – wildtype Rac1 GTP binding modulators, primary screen, biochemical, GST-Rac1 beads, flow cytometry, multiplex | Ras-related C3 botulinum toxin substrate 1 (Homo sapiens), P63000 | fluorescent GTP binding; actives lie on both sides; 0 = cold GTP competed, 100 = untreated | GTP binding activity (% of control), % at 10 µM | actives 0.27% (n = 190,000);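 active means GTP binding activity at least 20 points away from the 100% control level, either lower or higher; inconclusive means compound flagged as likely green fluorescent, judged across all proteins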
Mcl1 Noxa PPI – Mcl-1/Noxa binding inhibitors, primary screen, biochemical, TR-FRET, 1536-well; AID 1022, 2008; TR-FRET Mcl-1/Noxa peptide binding, 2 h; Induced myeloid leukemia cell differentiation protein Mcl-1 (Homo sapiens), Q07820; actives 1.5% (n = 220,000); inhibition, % at 21.7 µM;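 active means compounds that cut the protein-peptide binding signal by more than 50% relative to plate controls in a single-dose test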;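 further: His-tagged Mcl-1 with rhodamine Noxa BH3 peptide and terbium anti-His antibody; 0% = Mcl-1 plus Noxa peptide wells and 100% = peptide-only wells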
Target sequence (Q07820 whole entry, looked up): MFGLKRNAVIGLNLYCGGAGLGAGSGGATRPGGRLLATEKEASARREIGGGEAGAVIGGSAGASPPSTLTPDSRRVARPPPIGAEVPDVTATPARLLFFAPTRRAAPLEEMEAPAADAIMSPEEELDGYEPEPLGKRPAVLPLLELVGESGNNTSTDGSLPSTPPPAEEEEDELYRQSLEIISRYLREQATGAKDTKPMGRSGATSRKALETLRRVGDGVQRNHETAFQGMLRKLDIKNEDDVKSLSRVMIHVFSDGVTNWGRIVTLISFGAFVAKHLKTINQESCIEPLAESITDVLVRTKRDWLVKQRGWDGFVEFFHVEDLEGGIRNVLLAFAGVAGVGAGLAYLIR
Pf gametocyte – late stage P. falciparum gametocyte viability inhibitors, primary screen, ATP luminescence, HTS; P. falciparum stage V gametocytes, 24 h; inhibition, % at 10.9 µM; actives 0.065% (n = 150,000); AID 743093, 2013;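 active means inhibition above the mean plus 3 SD of compounds within the control limits, set per campaign, cut at about 38% in these data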;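 further: 0% = DMSO wells and 100% = medium only without gametocytes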
GSH fluor – compound fluorescence on glutathione beads, profiling panel, artefact control, biophysical, 488/530 nm, flow cytometry | GSH beads flow cytometry, compound fluorescence 488/530 nm; active compounds read high | fluorescence (KMESF) at 10 µM | actives 0.25% (n = 190,000) | AID 1776, 2009; in the data active means fluorescence above about 89;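 further: glutathione beads carrying GST-tagged Bcl family fusion proteins plus one bare bead set; values are compound well signal with DMSO vehicle wells as background; inactives centre near 16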
Mcl1 Bid PPI – Mcl-1/Bid binding inhibitors, primary screen, biochemical, TR-FRET, 1536-well; Induced myeloid leukemia cell differentiation protein Mcl-1 (Homo sapiens), Q07820; TR-FRET Mcl-1/Bid-Dy647 peptide binding; inhibition, % at 21.7 µM; actives 0.97% (n = 220,000);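 active means compounds that cut the binding signal by more than half at the single screening dose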;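 further: His-tagged Mcl-1 with europium anti-His antibody binding Bid BH3 peptide; 0% = Mcl-1 plus peptide wells and 100% = peptide-only wells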
Cdc42 wt – modulators of GTP binding to wildtype Cdc42, primary screen, biochemical, multiplex bead flow cytometry, Bodipy-GTP. Cell division control protein 42 homolog (Homo sapiens), P60953. GST-Cdc42 beads; actives lie on both sides. percent activity (GTP binding), % at 10 µM. actives 0.2% (n = 190,000). AID 761, 2007;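 active means percent activity GTP binding at least 20 points away from the 100% baseline, either down as inhibitor or up as activator; inconclusive means compound flagged as likely green fluorescent from well-wide comparison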;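 further: median bead fluorescence of bound Bodipy-FL-GTP at 100 nM; 0% = excess unlabeled GTP control and 100% = no compound control; below 100% means less GTP binding so inhibitor and above means activator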
Target sequence (P60953 whole entry, looked up): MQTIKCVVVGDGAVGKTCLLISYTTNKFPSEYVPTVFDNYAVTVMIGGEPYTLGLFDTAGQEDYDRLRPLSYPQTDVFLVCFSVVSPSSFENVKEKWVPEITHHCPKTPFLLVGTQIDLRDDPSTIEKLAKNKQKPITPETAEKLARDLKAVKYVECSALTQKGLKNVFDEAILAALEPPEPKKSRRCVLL
Avidin bead fluor – green autofluorescence of compounds with avidin beads – biophysical, 488/530 nm, flow cytometry, artefact control, profiling panel | compound fluorescence 488/530 nm; active compounds read high | fluorescence (KMESF) at 10 µM | actives 0.38% (n = 220,000) | AID 1775, 2009; in the data active means fluorescence above about 47; further: inactives centre near 10
An asterisk follows results filed as active; ? = inconclusive; . = no result given.

Under each structure: Rab2 wt GTP	HRas wt GTP bind	Rab7 wt modul	Rac1 act GTP bind	Rac1 wt GTP bind	Mcl1 Noxa PPI	Pf gametocyte	GSH fluor	Mcl1 Bid PPI	Cdc42 wt	Avidin bead fluor
CC(C)CC(=O)NC1(C(F)(F)F)C(=O)Nc2c1c(=O)[nH]c(=O)n2Cc1ccco1 (centres undefined)
  100	102	98	97	101	23	.	34	22	102	5
C=CCN1C(=O)C(Cc2ccc(OC)cc2)S/C1=N/N=C/c1ccco1 (centres undefined)
  98	98	100	98	99	6	-8	25	-4	100	18
FC(F)(F)c1cccnc1N1CCN(c2ncnc3nc[nH]c23)CC1
  100	100	99	98	100	4	.	27	-2	101	7
O=C(CNC(=O)C12CC3CC(CC(C3)C1)C2)N1CCN(S(=O)(=O)/C=C/c2ccccc2)CC1
  99	100	100	101	105	-4	10	15	-7	102	21
CCCN1C(=O)/C(=C/C=C2\N(CC)c3ccccc3C2(C)C)SC1=S
  ?	?	?	?	?	-4	.	52	-93	?	25
COC(=O)Cc1csc(Nc2c(C)n(C)n(-c3ccccc3)c2=O)n1
  102	103	104	99	103	-9	-14	51	-23	103	11
Cc1cc(S(=O)(=O)N2CCN(c3ccc(F)cc3)CC2)c(C)s1
  98	100	101	98	105	15	.	25	-17	100	6
COc1c(C)cc(C(=O)C2CCCN(C(=O)c3cc(C)nc(C)n3)C2)cc1C (centres undefined)
  100	99	99	98	101	-1	12	13	0	104	15
CC(=O)NC1=C(C#N)C(c2ccccc2)c2c(ccc3ccccc23)O1 (centres undefined)
  96	96	94	100	101	-6	.	4	-25	99	7
O=C1CN(C(=O)COc2ccc(Br)cc2F)c2ccccc2N1
  99	99	102	97	102	-6	-15	11	-15	100	22
Cn1c(N)c(C(=O)COC(=O)CCc2c[nH]c3ccccc23)c(=O)n(C)c1=O
  102	100	106	97	101	8	-5	6	-48	103	7
O=C1NC(Nc2ccccn2)(C(F)(F)F)C(=O)N1c1ccc(F)cc1 (centres undefined)
  110	110	104	100	107	4	-5	23	-33	109	16
COCCNc1nc(C(C)(C)C)nc2c1nnn2Cc1ccccc1Cl
  98	98	99	99	102	-6	5	50	-21	98	6
CC(=O)Nc1ccc(NC(=O)CNC(=O)COc2ccccc2)cc1
  98	99	97	98	99	10	11	10	-14	98	11
COC(=O)c1ccc(NC(=O)C2CCCN2S(=O)(=O)c2ccc(C)cc2)cc1 (centres undefined)
  104	102	104	99	107	-9	.	15	0	103	26
C=CCc1cccc2cc(C(=O)Nc3ccc(CC(=O)O)cc3)c(=O)oc12
  90	91	93	92	94	18	-4	11	-73	91	9
CC(c1cccs1)N(C)Cc1nc(CCc2ccccc2)no1 (centres undefined)
  97	99	101	95	100	-8	14	9	-8	98	3
O=C(N/N=C/c1cccc(F)c1)c1cc(-c2ccco2)nc2ccccc12
  97	96	97	96	94	91*	.	12	-19	96	6
CC(=O)c1cccc(Nc2nc(-c3ccccc3)cs2)c1
  95	96	104	92	96	15	18	10	-16	91	11
Cc1cc(NC(=O)c2cc3n(n2)C(C(F)(F)F)CC(c2ccc(Cl)c(Cl)c2)N3)no1 (centres undefined)
  98	97	99	96	97	4	5	12	-12	96	8
COc1ccc(/C(O)=C2\C(=O)C(=O)N(CC3CCCO3)C2c2cc(OC)ccc2OC)cc1 (centres undefined)
  95	100	99	97	98	9	-9	12	32	95	8
O=C(NCc1ccccc1)/C(=N\O)c1ccccc1
  101	101	100	99	104	-4	.	25	-14	102	12
C=CCN(c1ccc(C(=O)NCCc2ccccc2)cc1)S(C)(=O)=O
  101	103	101	97	103	2	14	60	-26	102	8
CCN(CC)CCN1C(=O)C(=O)/C(=C(/O)c2c(C)[nH]c(C(=O)OC)c2C)C1c1cccs1 (centres undefined)
  98	98	98	99	100	7	22	10	-22	100	8
O=C(NCCCN1CCCC1=O)c1cc(-c2cccnc2)nc2ccc(Cl)cc12
  97	97	95	95	99	6	12	8	0	96	11
CC(C)CNC(=S)NC1CC2CCCC(C1)N2Cc1cccs1 (centres undefined)
  107	106	104	101	104	18	7	23	-81	108	13
COCC(=O)Nc1cc(C)c2c(=O)oc3ccccc3c2n1
  90	90	93	91	88	42	.	17	9	89	7
CC(C)(C)N1C(=O)c2ccc(C(=O)Nc3nccs3)cc2C1=O
  105	103	102	97	109	20	3	31	-3	105	15
Cc1cccc(NC(=O)COC(=O)c2ccccc2-c2nc3ccccc3s2)c1C
  97	97	97	97	102	-5	8	12	-5	97	11
CCn1c(C)cc2c(c1=O)C(c1ccncc1)C(C#N)=C(N)O2 (centres undefined)
  98	99	99	100	104	-4	6	26	-40	104	15
O=C(Cc1ccccc1)N/N=C/c1ccccc1F
  97	98	96	102	100	-7	.	12	-4	97	13
O=C(O)C1C(c2ccccc2)C(C(=O)OCc2ccco2)C1c1ccccc1 (centres undefined)
  97	99	97	96	102	-33	5	15	-31	102	21
Cc1ccc(OCc2ccc(C(=O)O)o2)c([N+](=O)[O-])c1
  98	98	97	96	102	9	.	19	9	99	13
CCCC(=O)OCCNc1cc(Sc2nc3ccccc3[nH]2)c2nonc2c1[N+](=O)[O-]
  93	94	94	89	97	52*	3	12	-62	91	1
Cc1ccc(/C=C/C(=O)N2CCCC(C)C2)cc1 (centres undefined)
  96	101	100	99	104	9	3	5	-14	99	2
O=C(Nc1ccc(N2CCN(Cc3ccccc3)CC2)cc1)c1ncn[nH]1
  109	106	105	103	107	10	4	18	-45	106	8
C=CCS(=O)(=O)c1cccc2cccnc12
  95	94	97	96	103	1	.	13	8	94	9
CC1(C(=O)NC2CCCC2)CCC(=O)N1Cc1ccccc1 (centres undefined)
  102	101	99	100	104	8	21	22	7	100	29
O=C(O)CCn1cnc2ccccc2c1=O
  97	99	100	98	101	16	.	38	26	99	7
Cc1ccc(-c2csc3nnc(SCC(=O)N4CCN(Cc5ccccc5)CC4)n23)cc1
  100	101	97	102	108	12	.	33	-36	103	16
CC(C)NC(=O)NC(=O)CSc1ccccc1F
  98	100	98	97	106	16	.	11	12	105	22
CCN(CC)S(=O)(=O)c1ccc2oc(C(=O)NC3CCCc4ccccc43)c(C)c2c1 (centres undefined)
  101	102	103	96	101	3	8	12	-9	98	19
COc1ccc(C(=O)NC(=S)Nc2cccnc2)cc1OC
  95	94	95	94	98	14	.	21	-39	95	8
O=C(Nc1ccc(NC(=O)c2cccs2)c(Cl)c1)c1ccco1
  98	102	103	98	101	7	-4	11	-52	100	12
O=C(C1CCN(S(=O)(=O)c2cccs2)CC1)N(c1ccccn1)C1CCCCC1
  100	96	103	96	100	10	-36	21	-18	99	7
Cc1cc(C(=O)OCC(=O)c2ccc(Br)s2)no1
  101	104	104	99	105	25	.	13	-36	104	18
CCOc1ccc(C(=O)NCc2ccncc2)cc1OCC
  100	101	98	99	104	-4	-11	32	-6	103	9
CS(=O)(=O)N(CC(=O)NCCC1=CCCCC1)C1CCCCC1
  101	105	101	101	107	5	.	11	0	103	8
Clc1nnc(NN=C2CCCC2)c2ccccc12
  99	100	105	98	102	11	-20	19	-7	99	5
O=C1N=C(N2CCOCC2)S/C1=C/c1cccs1
  104	104	105	100	101	-7	22	15	-13	105	31
CON1C(=O)C(=O)N(OC)C2CCCCC21 (centres undefined)
  97	99	98	96	93	-5	.	16	-24	97	22
Oc1ccc(O)c(Cc2nc3ccccc3s2)c1
  97	98	94	97	99	26	-13	15	-34	96	20
CC(C)c1ccc(NC(=O)C(c2ccccc2)N(C)C(=O)c2cnccn2)cc1 (centres undefined)
  103	99	103	95	100	12	.	12	-4	101	11
O=C(O)c1ccc2nc(-c3ccccc3)c(-c3ccccc3)nc2c1
  97	96	97	99	97	12	.	16	-13	96	12
COc1ccc(NS(=O)(=O)Cc2ccccc2Cl)cn1
  105	103	102	102	107	0	-7	10	-22	105	6
COC(=O)[C@H](CCSC)NC(=O)Nc1ccc(OC)cc1OC
  101	100	102	97	101	13	.	13	-26	97	9
COCc1cc(C)nc(NC2CCCCC2)c1C#N
  100	102	100	102	109	27	.	13	-6	103	9
CN(C)C(=O)c1ccc(Cl)cc1[N+](=O)[O-]
  96	96	97	96	98	11	12	26	-6	99	13
O=C(CSc1nc2ccccc2c(=O)n1CCCC(=O)N1CCCC1)NCc1ccco1
  108	106	96	103	106	8	22	28	-13	109	12
CCn1ncc(Br)c1C(=O)Nc1ncc(C)s1
  91	92	96	89	88	11	9	10	-6	90	15

Next part
Under each structure: Rab2 wt GTP	HRas wt GTP bind	Rab7 wt modul	Rac1 act GTP bind	Rac1 wt GTP bind	Mcl1 Noxa PPI	Pf gametocyte	GSH fluor	Mcl1 Bid PPI	Cdc42 wt	Avidin bead fluor
CSc1cccc(NC(=S)N2CCC(N(C)C(C)C)CC2)c1
  98	96	99	95	95	8	-2	11	-32	94	11
CCOC(=O)c1c[nH]c2nc(C)ccc2c1=O
  ?	?	?	?	?	8	15	11	19	?	7
C=CCn1c(=O)/c(=C/c2ccc(C)o2)s/c1=C(/C#N)C(=O)c1ccccc1
  101	101	102	96	102	25	1	17	-41	96	10
C=CCNC(=O)C1CC(=O)N(c2ccc(OCC(=O)Nc3ccccc3)cc2)C1 (centres undefined)
  99	100	100	98	104	-2	.	29	-1	99	9
Cc1cccc(Nc2nc(N)c([N+](=O)[O-])c(N3CCC(C)CC3)n2)c1
  97	102	102	98	101	8	5	12	-26	96	2
O=C(Nc1cccc2ccccc12)N1CC=C(c2ccccc2)CC1
  94	95	93	93	94	.	27	19	-33	96	9
CNC(=O)c1ccsc1NC(=O)c1sc2ccccc2c1Cl
  98	100	99	97	100	5	.	17	41	97	3
O=[N+]([O-])c1ccc(C[n+]2cccc3ccccc32)cc1
  99	100	104	98	105	24	.	11	-3	98	11

From PubChem
